# Screening data deposited in PubChem by Broad Institute.
# E-selectin induc – E-selectin induction on HUVECs; AID 686992; 260,000 tested, 0.37% active; HUVEC E-selectin immunofluorescence imaging; normalized: neutral wells 0, TNF-alpha wells 100; P16581; activation, % at 7.58 µM;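 active means mean E-selectin-positive cell signal at least 10% of the positive control, reached in at least 60% of replicates, without over 20% cell loss; inconclusive means no rule given, readout overlaps actives, possibly toxicity-flagged; inactive means the rest, including those meeting only one limit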;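 further: in these data hits start at about 27%; measured in HUVEC primary endothelial cells; signal is the percent of cells scored E-selectin positive by PE staining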
#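 Test system: HUVEC | Signal: Immunofluorescence imaging | Read-out: Percent E-selectin-positive cells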
# RAD54 inh – blocks human RAD54 Holliday junction branch migration | Q92698 | FAM/BHQ fluorescence | inhibition, % at 10.4 µM | 360,000 tested, 0.14% active;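 active means mean normalized replicate activity at least 40 and at least half of replicates scoring 40 or more; inconclusive means only one of the two criteria met; inactive means mean below 40 and under half of replicates reaching 40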;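 further: 0% = median of neutral control wells and 100% = median of positive control wells; inhibitors cause a drop in the FAM fluorescence signal; in these data hits start at about 50%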
# Target sequence (Q92698 whole entry, looked up): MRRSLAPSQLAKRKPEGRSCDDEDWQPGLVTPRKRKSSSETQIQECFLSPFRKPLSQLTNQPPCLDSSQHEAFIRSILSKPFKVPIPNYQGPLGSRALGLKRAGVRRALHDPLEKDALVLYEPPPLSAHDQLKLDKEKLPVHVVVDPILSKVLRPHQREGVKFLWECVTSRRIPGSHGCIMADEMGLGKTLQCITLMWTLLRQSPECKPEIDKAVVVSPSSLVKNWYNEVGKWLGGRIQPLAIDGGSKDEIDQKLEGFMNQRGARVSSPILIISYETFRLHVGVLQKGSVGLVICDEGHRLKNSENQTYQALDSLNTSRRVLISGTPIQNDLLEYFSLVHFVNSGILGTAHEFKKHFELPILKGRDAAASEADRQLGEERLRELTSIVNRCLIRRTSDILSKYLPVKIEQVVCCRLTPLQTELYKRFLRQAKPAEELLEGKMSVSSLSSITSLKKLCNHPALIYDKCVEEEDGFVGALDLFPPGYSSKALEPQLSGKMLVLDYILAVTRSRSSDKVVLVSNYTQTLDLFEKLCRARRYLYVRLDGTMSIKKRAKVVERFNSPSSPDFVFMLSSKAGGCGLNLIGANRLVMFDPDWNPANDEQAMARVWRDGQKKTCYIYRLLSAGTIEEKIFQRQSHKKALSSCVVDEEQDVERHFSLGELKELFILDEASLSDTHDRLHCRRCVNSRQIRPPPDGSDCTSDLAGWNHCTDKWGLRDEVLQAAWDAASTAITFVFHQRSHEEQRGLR
# FN deposit inh – fibronectin deposition inhibition; AH1F fibroblasts, Alexa488-fibronectin deposition fluorescence, overnight; inhibition, % at 12.6 µM; 350,000 tested, 0.086% active;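 active means mean inhibition across replicates of 30% or more, regardless of how many single replicates reach that level; inconclusive means mean under 30% yet at least half of replicates reach 30%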;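 further: positive control wells lacked labelled fibronectin entirely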
#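 Material – AH1F fibroblast monolayer, labelled fibronectin deposition · Reagent – labelled fibronectin 24 nM · Timing – 1 h adhesion, overnight exposure · Measured by – fluorescence at 485 nm excitation, 525 nm emission · Read-out – inhibition of fibronectin deposition signal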
# Xi reactivation – reactivates the inactive X chromosome in mouse fibroblasts; activation, % at 7.58 µM; XiGFP mouse fibroblasts, % GFP-positive cells imaging, 3 d; cells co-treated with 5-aza-dC sensitizer; scaled so ellipticine positive control = 100%; 360,000 tested, 0.055% active;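 active means mean normalized replicate activation at least 10% and every replicate at or above 10%; inconclusive means only one of the two criteria met; inactive means mean below 10% and not all replicates reach 10%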;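 further: 0% = median of on-plate neutral control wells and 100% = ellipticine 6 µM median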
#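 Schedule: 3 d treatment, 15 min room-temperature fixation; system: 68-5-11 XiGFP fibroblast line; buffer or medium: DMEM plus 5-aza-dC sensitizer; control set: ellipticine 6 µM positive control; compound: one concentration, pinned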
# esBAF inh – SWI/SNF esBAF complex inhibition | mouse ES cells, Bmi1-luciferase knock-in reporter, 24 h; 100% = twice the neutral-well signal | reporter increase, % at 12.5 µM | 350,000 tested, 2% active; in the data active means activation above about 40%; inconclusive means no clear call, values can overlap the other calls;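 further: 0% = median of the plate's neutral control wells and 100% = double that signal; a rise in the Bmi1 reporter signal indicates esBAF inhibition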
# RAD52 inh – blocks human RAD52 DNA annealing; inhibition, % at 18.7 µM; P43351; 360,000 tested, 0.46% active; recombinant RAD52 DNA annealing, FRET fluorescence;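 active means every replicate showing at least 50% inhibition; inconclusive means mean inhibition at least 50% but not in every replicate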
# S100A4 inh HTS – blocks human S100A4 binding to myosin IIA peptide; P26447; S100A4/TAMRA-MyoIIA peptide fluorescence polarization; inhibition, % at 10.7 µM; 360,000 tested, 0.14% active; AID 652163;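 active means mean inhibition of at least 70% across replicates, with every replicate also reaching that level; inconclusive means mean inhibition reaches 70% but some replicates fall short; inactive means mean inhibition below 70%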
# Target sequence (P26447 whole entry, looked up): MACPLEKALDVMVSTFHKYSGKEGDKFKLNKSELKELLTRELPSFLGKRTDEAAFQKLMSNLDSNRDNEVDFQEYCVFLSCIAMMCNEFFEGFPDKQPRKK
#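 assay system = human S100A4 monomer with TAMRA-labelled myosin IIA peptide | also added = labelled myosin peptide probe, 5 nM | incubation = 5 min between mix addition and reading | control set = DMSO and TFP controls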
# EWS-Fli block – blocks EWS/Fli oncoprotein-driven transcription; 350,000 tested, 0.67% active; A673 NR0B1-luciferase reporter, viability-normalised; inhibition, % at 12.6 µM;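 active means mean inhibition of at least 50% after viability correction, with every replicate also passing that limit; inconclusive means mean reaches 50% but only one of two replicates passes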;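 further: firefly luciferase signal divided by Alamar Blue viability fluorescence both relative to DMSO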
# An asterisk follows results filed as active; ? = inconclusive; / = not tested or not shown; & = joins results of further samples.
SMILES,E-selectin induc,RAD54 inh,FN deposit inh,Xi reactivation,esBAF inh,RAD52 inh,S100A4 inh HTS,EWS-Fli block
Cc1ccc(CNC(=O)[C@@H](NC(=O)Cc2ccccc2)C(C)C)cc1,/,-10,-10,0.1,-3,-12,-1,-15
CCOC(=O)C1CCCN(C(=O)COc2ccccc2F)C1 (configuration not stated),-0.1,/,-10,-0.1,/,-6,-3,2
FC(F)(F)c1ccnc(NCc2ccco2)n1,0.5,3,0,0.1,-12,-11,-4,-8
COc1cc(C(=O)NC2=C(C#N)CCC2)cc(OC)c1OC,0.4,/,-4,0.3,/,-23,-14,-3
C[C@@H]1CN([C@H](C)CO)C(=O)Cc2cc(NS(=O)(=O)c3cn(C)cn3)ccc2O[C@H]1CN(C)C(=O)NC1CCCCC1,-1.8,2,11,-1.1,2,/,/,0
O=C(CCNC(=O)c1ccc(Br)cc1)Nc1nccs1,/,/,/,0.1,/,-16,1,4
CN1C[C@H]2[C@@H](c3ccccc31)[C@H](CO)N2C(=O)C1CCCCC1,-0.2,-2,/,0.1,5,4,-8,6
CCC(=O)c1cccc2c1N=CC1=C(CC(C)(C)CC1=O)N2,/,-1,0,/,2,-9,1,/
CCN(CC(=O)Nc1ccc(OC)cc1)CC(=O)Nc1ccc2c(c1)OCO2,0.1,0,5,0.0,-6,-12,-4,-7
NC(=O)c1ccc(NC(=O)C#Cc2ccccc2)cc1,/,-14,-4,0.0,32,-16,-5,12
COc1ccc(C(=O)N2CCCN(C)CC2)c(OC)c1,/,5,-5,0.0,-8,-4,-11,-1
COc1ccc(NC(=O)C2CCCN2C(=O)NC2CCCCC2)cc1 (configuration not stated),/,-9,-2,0.6,4,-21,-8,-3
COc1ccc(NC(=O)Nc2cccc3c2O[C@H](CN(C)S(=O)(=O)c2cccs2)[C@@H](C)CN([C@@H](C)CO)C3=O)cc1,0.1,0,9,-0.2,-2,-3,-2,-6
O=C(CSc1nnc2ccccn12)NCc1ccco1,0.0,/,-14,0.0,/,-7,-5,-7
CC(=O)c1cccc(NC(=O)c2ccc(-c3c(C)noc3C)c3ccoc23)c1,-0.5,-2,6,2.2,?,-3,-7,-39
CC(C)(C)OC(=O)N1CCC[C@H]1c1nnc(SCc2ccccc2)o1,/,11,-2,0.0,/,-13,-1,9
C[C@H](NC(=O)C[C@@H]1C=C[C@@H](NC(=O)c2cccnc2)[C@@H](CO)O1)c1ccccc1,-0.2,3,-13,0.6,2,-10,-2,9
C=CCSc1nnc(NC(=O)c2ccc(N3CCCC3=O)cc2)s1,/,1,0,-0.4,19,-9,4,-37
CCCCC(=O)N(C)c1c(CC)nc2c(OCc3cc(Cl)cc(Cl)c3)cccn12,0.1,11,-8,0.0,2,-1,1,15
Cc1cc(N2CCN(c3ncccn3)CC2)nc2c(C)cccc12,0.1,1,-5,0.2,4,-10,-12,13
CC(C)(C)OC(=O)N1CCC(c2c(C(=O)NC3CC3)cnn2-c2ccccc2)CC1,/,2,5,0.0,0,0,3,/
CCn1c(-c2cc3ccccc3cc2O)n[nH]c1=S,/,8,1,/,-1,-6,5,/
C=CCc1ccc(OCC(O)CN2CCc3ccccc3C2)c(OC)c1 (configuration not stated),-0.3,-11,2,0.0,-10,-14,-2,6
C[C@@H]1CCCCO[C@@H](CN(C)S(=O)(=O)c2cccs2)[C@@H](C)CN([C@H](C)CO)C(=O)c2cc(NC(=O)CCCCCC(=O)Nc3ccccc3N)ccc2O1,-0.2,3,/,-0.2,-1,-28,-6,-1
COc1ccccc1S(=O)(=O)N(C)C[C@@H]1OCc2cn(nn2)CCCC(=O)N([C@@H](C)CO)C[C@H]1C,0.0&-0.1,12&-3,-3&-1,-0.1&0.8,-1&-2&-2,-2&2,-2&3,1&0&-4

# Reprinted from the part before: 3 compounds; new compounds follow.
SMILES,E-selectin induc,RAD54 inh,FN deposit inh,Xi reactivation,esBAF inh,RAD52 inh,S100A4 inh HTS,EWS-Fli block
C=CCc1ccc(OCC(O)CN2CCc3ccccc3C2)c(OC)c1 (configuration not stated),-0.3,-11,2,0.0,-10,-14,-2,6
C[C@@H]1CCCCO[C@@H](CN(C)S(=O)(=O)c2cccs2)[C@@H](C)CN([C@H](C)CO)C(=O)c2cc(NC(=O)CCCCCC(=O)Nc3ccccc3N)ccc2O1,-0.2,3,/,-0.2,-1,-28,-6,-1
COc1ccccc1S(=O)(=O)N(C)C[C@@H]1OCc2cn(nn2)CCCC(=O)N([C@@H](C)CO)C[C@H]1C,0.0&-0.1,12&-3,-3&-1,-0.1&0.8,-1&-2&-2,-2&2,-2&3,1&0&-4
CC(=O)N(C)C[C@@H]1Oc2cc(-c3ccc(C)cc3)ccc2S(=O)(=O)N([C@@H](C)CO)C[C@H]1C,/,-7,/,0.0,-6,11,-4,-1
COc1ccc(N2CCN(Cc3cc(=O)c(OCC(=O)NC4CCCC4)co3)CC2)cc1,/,4,3,0.2,-6,-6,-1,8
NNc1nc2sc3c(c2c(=O)n1C1CCCCC1)CCN(Cc1ccccc1)C3,-0.1,2,-11,-0.1,/,-1,-4,-3
CCCNC(=O)C[C@@H]1CC[C@@H]2[C@H](COc3ccc(NC(=O)c4ccccc4)cc3C(=O)N2C)O1,0.1,-4,-8,0.3,-5,-3,8,-1
Nc1ccc(S(=O)(=O)Nc2cnc3c(Cl)cccc3n2)cc1,0.1,/,0,1.5,/,-11,3,-4
COc1ccc(C(CNC(=O)c2cccc(S(=O)(=O)Nc3ccc(F)cc3)c2)N2CCCCC2)cc1 (configuration not stated),/,-1,1,0.0,-7,-31,-15,-4
CC(C)(CNS(=O)(=O)c1ccc2ccccc2c1)N1CCOCC1,0.4,-9,1,0.0,5,7,-4,1
CCCC[C@H]1COCCS(=O)(=O)N1Cc1cccc([N+](=O)[O-])c1,/,7,-8,0.2,3,-4,1,-9
CC(=O)Nc1ccc(NC(=O)C2CCCN2/C=C/C(=O)C(F)(F)F)cc1 (configuration not stated),-0.2,/,3,0.2,/,-8,4,5
O=C(O)C1CCN(C(=O)COc2ccc3c4c(c(=O)oc3c2)CCCC4)CC1,/,-6,/,/,2,-11,6,0
O=C(N/N=C/c1ccccn1)c1cccc(NC(=O)c2ccccc2Cl)c1,0.2,/,-2,0.0,10,-15,2,-14
CCOC(=O)CCS(=O)(=O)c1ccc(-c2ccc(S(=O)(=O)CCC(=O)OCC)cc2)cc1,/,-2,/,/,-2,-8,-8,20
CCCn1c(C(O)c2ccc(OCC)cc2)nc2ccccc21 (configuration not stated),0.0,-1,0,0.2,-4,-2,-5,2
O=C(O)c1c(Cl)c(Cl)c(Cl)c(Cl)c1C(=O)OCC1CCCO1 (configuration not stated),-0.1,-12,-5,0.1,16,-13,3,-3
CC(=O)N1CCN(c2ccc(NCc3cccc(C)c3)cc2)CC1,/,2,-6,0.5,0,19,-2,-17
O=C1OCCC1Sc1nnc(-c2ccc3c(c2)OCO3)n1-c1ccccc1 (configuration not stated),/,-1,3,/,-6,-5,0,/
Clc1ccc2nsnc2c1NC1=NCCN1,0.1&-0.1,-1&-1,5&12,-0.2&0.0,-3&4,3&-4,6&16,-3&-6
Cc1ccc(C)c(COC(=O)c2cc(S(=O)(=O)N3CCCCC3)ccc2N2CCOCC2)c1,/,7,-9,0.6,/,-13,1,7
CN(CC(=O)Nc1cccc(F)c1)C(=O)C1CC(=O)N(CCc2ccccc2)C1 (configuration not stated),0.2,3,4,-0.1,3,-17,6,12
COc1ccccc1C(CNC(=O)C(C)Oc1ccc(Br)cc1)N1CCCC1 (configuration not stated),2.3,/,-5,-0.1,4,-360,-2,-3
CCC(=O)N1CCc2cc(S(=O)(=O)CCC(=O)N3CCN(c4ccc(F)cc4)CC3)ccc21,/,3,6,0.0,-9,-1,13,-5
COc1cccc(NC(=O)N(C)C[C@@H]2Oc3cc(-c4ccccc4F)ccc3S(=O)(=O)N([C@@H](C)CO)C[C@@H]2C)c1,/,18,-1,-0.7,-2,9,-4,1
CN1C(C(=O)Nc2ccccn2)=C(O)c2sccc2S1(=O)=O,2.5,14,-4,0.0,4,2,0,-3
O=C(c1cccnc1)N1C[C@@H]2[C@H](c3ccccc31)[C@@H](CO)N2C(=O)Nc1ccccc1Cl,-0.1,-6,2,0.0,0,-6,16,3
CCC(OC(=O)c1nsc(Cl)c1Cl)C(=O)NC(C)(C)CC (configuration not stated),2.6,3,7,0.0,-4,1,2,0

# Seven neighbouring compounds from above, for reference:
SMILES,E-selectin induc,RAD54 inh,FN deposit inh,Xi reactivation,esBAF inh,RAD52 inh,S100A4 inh HTS,EWS-Fli block
CN(CC(=O)Nc1cccc(F)c1)C(=O)C1CC(=O)N(CCc2ccccc2)C1 (configuration not stated),0.2,3,4,-0.1,3,-17,6,12
COc1ccccc1C(CNC(=O)C(C)Oc1ccc(Br)cc1)N1CCCC1 (configuration not stated),2.3,/,-5,-0.1,4,-360,-2,-3
CCC(=O)N1CCc2cc(S(=O)(=O)CCC(=O)N3CCN(c4ccc(F)cc4)CC3)ccc21,/,3,6,0.0,-9,-1,13,-5
COc1cccc(NC(=O)N(C)C[C@@H]2Oc3cc(-c4ccccc4F)ccc3S(=O)(=O)N([C@@H](C)CO)C[C@@H]2C)c1,/,18,-1,-0.7,-2,9,-4,1
CN1C(C(=O)Nc2ccccn2)=C(O)c2sccc2S1(=O)=O,2.5,14,-4,0.0,4,2,0,-3
O=C(c1cccnc1)N1C[C@@H]2[C@H](c3ccccc31)[C@@H](CO)N2C(=O)Nc1ccccc1Cl,-0.1,-6,2,0.0,0,-6,16,3
CCC(OC(=O)c1nsc(Cl)c1Cl)C(=O)NC(C)(C)CC (configuration not stated),2.6,3,7,0.0,-4,1,2,0

# More compounds follow.
SMILES,E-selectin induc,RAD54 inh,FN deposit inh,Xi reactivation,esBAF inh,RAD52 inh,S100A4 inh HTS,EWS-Fli block
Cc1ccccc1C(=O)c1cccn1CC(=O)NCc1ccccc1Cl,/,6,-53,0.0,57*,-8,-8,-73
COc1ccc2c3n([n+]([O-])c2c1)CCN=C3c1ccc(Cl)cc1,0.1,-1,1,0.1,42*,-19,-1,-19
Cc1ccc(NC(=O)COC(=O)c2ccc(CN3CCCC3=O)cc2)cc1C,0.1,-6,6,-0.1,-2,-8,-12,4
O=C(c1cccc(F)c1)N1CC(=O)N2[C@H](CO)[C@H](c3ccc(C#Cc4ccc(F)cc4)cc3)[C@H]2C1,-0.2,/,/,0.4,/,-26,-21,9
CN1C(=O)c2cc(NC(=O)Nc3ccccc3F)ccc2OC[C@@H]2O[C@H](CC(=O)NCCc3ccncc3)CC[C@H]21,0.1,/,-10,0.0,1,/,/,-9
O=C(Cc1c[nH]c2ccccc12)Nc1ccc(Nc2cccnc2)c(-c2ccc(Cl)c(Cl)c2)c1,0.5,/,-9,0.1,/,-16,-12,17
C[C@H](CO)N1C[C@H](C)[C@H](CN(C)Cc2ccc(O)cc2)OCc2cnnn2CCCC1=O,-0.1,-5,-5,-0.1,1,3,-24,-10

# Compounds were not picked by outcome, and some 3% of all compounds hit somewhere here.
